# Compound activity as filed in PubChem BioAssay.
# APE1 inh – inhibitors of human APE1 endonuclease | Potency, µM (series often up to 65.8 µM), without a hit: at the top dose activity change, negative = inhibition, hits mostly inhibitors | AID 2517 | recombinant APE1, TAMRA/BHQ-2 abasic DNA cleavage fluorescence | 350,000 compounds, 0.35% hits | P27695;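 note: potency is the fitted concentration of half-maximal effect; plate controls were vehicle for no effect and reference inhibitor for full effect; nearly all actives have a fitted effect of over 55% in size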
#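 APE1 at 0.75 nM final was preincubated with compound 15 min at room temperature, then 50 nM double-stranded THF abasic-site substrate (5'-TAMRA/3'-BHQ-2) was added. Fluorescence (ex 525/em 598 nm) was read kinetically; third-minus-first read gave activity.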
# GRP78 ERSR act – induces the endoplasmic reticulum stress response in human glioma cells; U87-MG GRP78 promoter luciferase reporter, 16 h; Potency, µM, inactives show at the highest dose activation, most hits filed as activators; 420,000 compounds, 0.02% hits; note: potency is the fitted concentration of half-maximal effect; series mostly up to about 76 µM; % of control where 0% means no effect; nearly all actives have a fitted effect of over 35% in size
#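 ERSR induction read as luciferase luminescence (Bright-Glo, 10 min at room temperature) in stably transfected human U87-MG glioma cells exposed to compounds for 16 h, using GRP78 as sensor.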
# Pol eta inh – inhibitors of human DNA polymerase eta. Potency, µM (doses to about 114 µM), without a hit: top-dose activity change, negative = inhibition, usual class: inhibitors. recombinant Pol eta, fluorescent DNA replication assay. 390,000 compounds, 1.2% hits. Q9Y253; note: potency is the fitted concentration of half-maximal effect; % is set by controls: 0 for no effect and ±100 for the full control effect
# Target sequence (Q9Y253 whole entry, looked up): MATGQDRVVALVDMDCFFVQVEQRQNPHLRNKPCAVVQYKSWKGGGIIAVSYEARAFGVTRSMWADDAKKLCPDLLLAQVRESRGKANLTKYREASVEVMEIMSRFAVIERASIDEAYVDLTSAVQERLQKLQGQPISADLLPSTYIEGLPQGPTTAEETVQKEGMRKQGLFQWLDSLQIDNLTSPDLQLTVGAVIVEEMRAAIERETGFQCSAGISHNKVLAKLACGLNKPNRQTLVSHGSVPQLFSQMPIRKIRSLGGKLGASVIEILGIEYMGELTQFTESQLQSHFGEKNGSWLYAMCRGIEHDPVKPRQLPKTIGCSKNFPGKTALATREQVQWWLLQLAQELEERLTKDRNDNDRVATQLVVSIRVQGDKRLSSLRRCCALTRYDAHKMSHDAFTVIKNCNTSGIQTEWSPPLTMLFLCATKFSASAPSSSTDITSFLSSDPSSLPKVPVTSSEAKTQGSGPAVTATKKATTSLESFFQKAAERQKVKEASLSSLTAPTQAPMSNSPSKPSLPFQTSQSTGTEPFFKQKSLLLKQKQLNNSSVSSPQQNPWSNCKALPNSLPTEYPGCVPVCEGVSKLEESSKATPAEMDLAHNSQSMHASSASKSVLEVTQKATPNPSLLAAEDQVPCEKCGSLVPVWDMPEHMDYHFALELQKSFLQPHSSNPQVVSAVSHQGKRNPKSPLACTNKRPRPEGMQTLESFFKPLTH
#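 Fluorescent replication assay: 50 nM final substrate added after a 15 min room-temperature compound preincubation with 10 nM enzyme. Signal taken at 0 min and again at 10 min.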
# Apoferritin bind – candidate novel general anesthetic via apoferritin binding; AID 485281; P02791; apoferritin/1-aminoanthracene competitive binding, fluorescence; 350,000 compounds, 0.074% hits; Potency, µM (series often up to 77.5 µM), inactives show at the highest dose activity change, negative = displacement, usual class: inhibitors; note: potency is the fitted concentration of half-maximal effect; % is set by controls: 0 for no effect and ±100 for the full control effect; nearly all actives have a fitted effect of over 20% in size
# Target sequence (P02791 2-175 limits assumed): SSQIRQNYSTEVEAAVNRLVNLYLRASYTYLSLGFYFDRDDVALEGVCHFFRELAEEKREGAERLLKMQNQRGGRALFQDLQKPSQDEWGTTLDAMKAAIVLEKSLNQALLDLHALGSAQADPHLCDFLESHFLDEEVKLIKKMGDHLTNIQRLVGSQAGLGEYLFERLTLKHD
#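 Horse-spleen apoferritin (10 uM) in 50% saturated 1-aminoanthracene in PBS was incubated 10 min at room temperature with compound. Fluorescence (ex 380, em 535 nm) was normalized to free and bound 1-AMA, with concentration-response fitted by a four-parameter Hill equation.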
# BLM helicase inh – Bloom syndrome helicase (human) inhibition | P54132 | recombinant BLM DNA unwinding, fluorescence dequenching | Potency, µM (top dose mostly 56.1 µM), for inactives: at the highest dose activity change, negative = inhibition, usual class: inhibitors | 350,000 compounds, 0.2% hits;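 note: potency is the fitted concentration of half-maximal effect; plate controls were vehicle for no effect and no enzyme for full effect; nearly all actives have a fitted effect of over 35% in size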
# Pol kappa inh – blocks human DNA polymerase kappa activity; 400,000 compounds, 0.53% hits; purified Pol kappa, fluorescent DNA synthesis assay, 10 min; Q9UBT6; Potency, µM (top dose mostly 107 µM), for inactives: at the highest dose activity, negative = inhibition, hits mostly inhibitors; note: potency is the fitted concentration of half-maximal effect; % is set by controls: 0 for no effect and ±100 for the full control effect
#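 10 nM Pol kappa preincubated 15 min at room temperature with compounds, then reaction started with substrate at 50 nM final. Fluorescence read kinetically at 0 and 10 min; buffer-only wells served as negative control.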
# Pol beta inh – blocks human DNA polymerase beta activity; Pol beta primer extension/strand displacement, fluorescence kinetic; Potency, µM (top dose mostly 114 µM), without a hit: top-dose activity change, negative = inhibition, actives largely listed as inhibitors; 340,000 compounds, 1.3% hits; note: potency is the fitted concentration of half-maximal effect; % is set by controls: 0 for no effect and ±100 for the full control effect
#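 Human Pol beta at 10 nM; strand-displacement substrate 50 nM final. Compound exposure 15 min at room temperature before start, reaction 10 min at room temperature.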
# Pol iota inh – inhibitors of human DNA polymerase iota; Q9UNA4; 390,000 compounds, 1% hits; Potency, µM (series often up to 115 µM), without a hit: top-dose activity, negative = inhibition, hits mostly inhibitors; Pol iota fluorescent replication assay, 10 min; note: potency is the fitted concentration of half-maximal effect
#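 Pol iota at 10 nM preincubated 15 min with compounds at room temperature; reaction started with fluorescent substrate, 50 nM final. Fluorescence read kinetically at 0 and 10 min; buffer-only wells as negative control.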
# LDHA inh – inhibitors of human lactate dehydrogenase A | activity change, % (values are at about 110 or 230 µM) | P00338 | purified LDHA, NADH/diaphorase-resazurin fluorescence; hits give low values | 480,000 compounds, 0.15% hits; in the data active = activity change below about -30%; inconclusive = mostly about -25% to -30%;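 note: plate controls were DMSO wells for no effect and wells without enzyme for full effect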
#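 Resorufin fluorescence (ex540/em590), read at 0 and 20 min after diaphorase/resazurin addition, reports the NADH left after a 5 min room-temperature reaction of 2 nM human LDH5 with 0.06 mM NADH and 0.2 mM pyruvate.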
# * hit, by the source's call; ? = inconclusive; . = no result given; & = joins results of further samples; [ ] = another dose, or the depositor's remark. Unless noted, calls come from the whole dose curve; as a rule, active = well fitted curve in the direction sought with a large enough effect; inconclusive = small, poorly fitted or top-dose-only effect, or another doubt; inactive = no such curve, though single readings can be large; an effect the other way counts as inactive or inconclusive.
SMILES,APE1 inh,GRP78 ERSR act,Pol eta inh,Apoferritin bind,BLM helicase inh,Pol kappa inh,Pol beta inh,Pol iota inh,LDHA inh
CCOC(=O)N1N=C(c2ccc(C)cc2)CC1(O)C(F)(F)F (stereo unspecified),0%,-6%,-7%,-4%,1%,-6%[60.1 µM],-11%,51%[activator],3
COc1ccc2[nH]c3c(c2c1)CCN1C(=O)C(CC(=O)NCCN2CCOCC2)C[C@H](C(=O)N(C(C)C)C(C)C)[C@@]31C (stereo partly specified),2%,-2%,-3%,.,.,0%,.,-11%,3
c1ccc(CNn2c(N3CCOCC3)nc3ccccc32)cc1,-5%,-3%,-2%,-10%,1%,-12%,2%,5%,-7
c1ccc(CNc2ccc(N3CCOCC3)cc2)cc1,11%&37%,-2%,-19%,.,.,-6%,.,90%[activator],18
O=C(NCCCN1CCCC1)Nc1ccccc1[N+](=O)[O-],36%[activator],4%,-2%,-3%,1%,-9%,-20%,127%[activator],-1
CCCn1nc(C(=O)NC2CC2)c2ccccc2c1=O,14%,-3%,-23%,.,.,0%,.,31%[activator],-5
CC(C)(C)n1nnnc1C(c1ccncc1)N1CCN(C2CCCCC2)CC1 (stereo unspecified),0%,-3%,-4%,-9%,0%,-1%,12%,0%,-1
COC(C[C@H]1O[C@H]1[C@H](O)COCc1ccccc1)OC,5%,-4%,-10%,-2%,-3%,16%,15%,0%,-2
COc1ccc(NC(=O)Nc2ccccc2C(=O)N2CCCC2)cc1,4%,-3%,-23%,1%,-3%,-4%,5%,10%,1
O=C(CSc1nnc(-c2ccco2)n1Cc1ccco1)NCc1ccccc1,3%,-5%,0%,-13%,-3%,-17%,4%,12%,-6
CC(=O)N1c2ccc(S(=O)(=O)NCC3CCC(C(=O)Nc4cccc(C)n4)CC3)cc2CC1C (stereo unspecified),21%,-1%,-19%,-17%,1%,-8%,8%,82%[activator],-6
O=C1Nc2ccccc2O/C1=C\c1ccccc1Br,19%,-8%,-10%,-3%,-2%,5%,13%,7%,-8
Cc1ccnc(N2C(=O)c3ccc([N+](=O)[O-])cc3C2=O)c1,4%,.,.,-17%,-3%,.,-4%,.,.
COc1ccc(OCC(=O)Nc2c(C(=O)N3CCN(c4ccccc4)CC3)oc3ccccc23)cc1,.,-4%,-7%,-6%,-5%,-6%,7%,8%,8
COc1cccc(NC(=O)N2CCCC2C(=O)NCc2ccco2)c1 (stereo unspecified),3%,-5%,1%,4%,-5%,-16%,9%,-1%,2
CC(=O)Nc1ccc(S(=O)(=O)NCCC(=O)NNC(=O)c2ccncc2)cc1,31%,-1%,-10%,.,.,-12%,.,6%,-5
CCOC(=O)c1c(C)oc2cc(Br)c(OC(=O)N3CCOCC3)cc12,-1%,-2%,-14%,-16%,-21%,7%,-5%,-2%,-3
O=C(CSc1nnnn1C1CCCCC1)NCc1cccc(C(=O)O)c1,4%,-3%,6%,2%,0%,0%,4%,29%,-3
COc1cc(C(=O)NCCN2C(=O)S/C(=C\c3cccs3)C2=O)cc(OC)c1OC,1%,7%,-9%,-24%,-2%,-3%,96%,102%[activator],-2
COc1ccc2c(c1)CC(C(=O)NCCN1CCN(c3cccc(C)c3C)CC1)CO2 (stereo unspecified),.,-2%,-18%,-17%,-6%,3%[60.1 µM],3%,-15%,13

# Quoted at random: 2 entries already listed, in no set order.
SMILES,APE1 inh,GRP78 ERSR act,Pol eta inh,Apoferritin bind,BLM helicase inh,Pol kappa inh,Pol beta inh,Pol iota inh,LDHA inh
COc1ccc(OCC(=O)Nc2c(C(=O)N3CCN(c4ccccc4)CC3)oc3ccccc23)cc1,.,-4%,-7%,-6%,-5%,-6%,7%,8%,8
O=C(CSc1nnc(-c2ccco2)n1Cc1ccco1)NCc1ccccc1,3%,-5%,0%,-13%,-3%,-17%,4%,12%,-6

# Next section
SMILES,APE1 inh,GRP78 ERSR act,Pol eta inh,Apoferritin bind,BLM helicase inh,Pol kappa inh,Pol beta inh,Pol iota inh,LDHA inh
O=C(CCNC(=O)c1ccc([N+](=O)[O-])cc1)NCc1ccccc1,7%,-6%,-17%,.,.,1%,.,35%[activator],-4
COCCN(C(=O)COC(=O)C1CCC(C(C)(C)C)CC1)c1c(N)n(Cc2ccccc2)c(=O)[nH]c1=O (stereo unspecified),7%,-2%,-5%,.,.,-11%,.,10%,-5
CCC(C)NC(=O)C(Cc1ccccc1)NS(=O)(=O)c1cccc2nsnc12 (stereo unspecified),-8%,4%,-2%,-9%,4%,-11%,42%[activator],6%,-7
CCOCCc1nnc(N)s1,0%,-2%,-2%,-7%,-2%,-6%,-2%,22%,-12
COc1ccccc1/C=C(\C#N)C(=O)c1cccn1C,-6%,-3%,7%,-8%,0%,-1%,14%,?,-4
Cc1cc(=O)oc2cc(NC(=S)NCc3ccccn3)ccc12,6%,3%,-13%,-1%,-3%,7%,-1%,24%,0
COc1ccc(CCNC(=O)Cc2c(C)c3c(cc(C)c4c(C)coc43)oc2=O)cc1,.,-3%,-22%,0%,2%,7%,28%,29%,-1
CCCc1nn2c(=O)cc(COC(=O)c3ccc(NC(=O)C(C)Oc4ccccc4)cc3)nc2s1 (stereo unspecified),.,-3%,0%,-15%,-2%,-7%[60.1 µM],23%,2%,4&-14
Cc1cc(Oc2ccc(C)c(Cl)c2)nc(SCC(=O)c2ccccc2)n1,11%,-3%,?,-22%,-8%,-9%,3%,-5%,3
Cc1cc(N=Cc2c(O)ccc3ccccc23)no1,3%,-6%,-8%,-17%,-7%,-1%,0%,?,38
O=C(NCCCN1CCOCC1)C(=O)NCc1ccccc1,16%,4%,-5%,-5%,-3%,-11%,37%[activator],133%[activator],-8
CCCc1ccc(C#N)c(SC2CC(=O)N(c3ccc(OC)cc3)C2=O)n1 (stereo unspecified),-2%,-2%,2%,-18%,-4%,-13%,-12%,55%[activator],-3
COc1cc(C2/C(=C(\O)c3ccc4c(c3)CC(C)O4)C(=O)C(=O)N2CCCn2ccnc2)ccc1O (stereo unspecified),-2%,-6%,-18%,-13%,0%,-10%,2%,-14%,9
Cc1cc2nc(SCCOC(=O)Nc3ccc(Cl)cc3)nc(C)c2cc1C,7%,-4%,-12%,-5%,1%,-6%,?,-9%,-5
COc1ccccc1C(c1nnnn1Cc1ccccc1)N1CCN(C2CCCC2)CC1 (stereo unspecified),0%,-4%,5%,6%,-6%,3%,?,?,-2
CC(C)Oc1ccc(C(=O)Nc2ccc3oc(-c4ccncc4)nc3c2)cc1,.,0%,-2%,59%,-22%,-11%,-8%,-3%,-1&1
C=CCn1c(SCc2ccc(C(=O)O)cc2)nc2sc(C)c(C)c2c1=O,17%,-2%,-13%,5%,-5%,12%,21%,?,1
Nc1ccc2nc(-c3ccccc3)sc2c1,6%,-12%,-9%,511%[activator],-2%,-20%,12%,-5%,9
CCOC(=O)C1=NN(c2ccc(Cl)cc2)C(=O)C1,1%,-3%,3%,-5%,-17%,-13%,3%,-14%,-1
C/C=C/C(=O)N1CC2(CC(c3cccc(NC(=O)COc4ccc(Cl)cc4)c3)=NO2)C[C@@H]1C(N)=O (stereo partly specified),7%,-3%,-12%,-3%,-3%,-10%,-6%,25%,0
CCN(CC)S(=O)(=O)c1cccc(NC(=O)c2ccc(S(=O)(=O)N3CCCC3)cc2)c1,.,-7%,-15%,.,.,7%,.,9%,2
O=C(NCc1ccccc1Cl)c1cc(=O)[nH]c2ccc(S(=O)(=O)N3CCCCC3)cc12,.,1%,-22%,-3%,-14%,-4%,-13%,7%,-8
O=C(NNC(=O)c1ccccc1OCc1ccc(F)cc1)c1ccncc1,3%,0%,-8%,.,.,16%,.,28%,-4

# Part of the list above in a different format:
# Second line of a record: APE1 inh, GRP78 ERSR act, Pol eta inh, Apoferritin bind, BLM helicase inh, Pol kappa inh, Pol beta inh, Pol iota inh, LDHA inh
COc1ccccc1C(c1nnnn1Cc1ccccc1)N1CCN(C2CCCC2)CC1 (stereo unspecified)
→ 0%, -4%, 5%, 6%, -6%, 3%, ?, ?, -2
CC(C)Oc1ccc(C(=O)Nc2ccc3oc(-c4ccncc4)nc3c2)cc1
→ ., 0%, -2%, 59%, -22%, -11%, -8%, -3%, -1&1
C=CCn1c(SCc2ccc(C(=O)O)cc2)nc2sc(C)c(C)c2c1=O
→ 17%, -2%, -13%, 5%, -5%, 12%, 21%, ?, 1
Nc1ccc2nc(-c3ccccc3)sc2c1
→ 6%, -12%, -9%, 511%[activator], -2%, -20%, 12%, -5%, 9
CCOC(=O)C1=NN(c2ccc(Cl)cc2)C(=O)C1
→ 1%, -3%, 3%, -5%, -17%, -13%, 3%, -14%, -1
C/C=C/C(=O)N1CC2(CC(c3cccc(NC(=O)COc4ccc(Cl)cc4)c3)=NO2)C[C@@H]1C(N)=O (stereo partly specified)
→ 7%, -3%, -12%, -3%, -3%, -10%, -6%, 25%, 0
CCN(CC)S(=O)(=O)c1cccc(NC(=O)c2ccc(S(=O)(=O)N3CCCC3)cc2)c1
→ ., -7%, -15%, ., ., 7%, ., 9%, 2

# A portion of the library (hit frequency here may not be typical).
